Screening data: PubChem, National Center for Advancing Translational Sciences (NCATS)
HCV inhibitor = HCV inhibition | Huh7.5.1 HCVcc-Cre infection, luciferase reporter, 44 h | hit rate 3.4% among 340,000 | Potency, µM (series often up to 41.8 µM), without a hit: top-dose activity change, negative = inhibition, actives largely listed as inhibitors; note: potency is the fitted concentration of half-maximal effect; % is set by controls: 0 for no effect and ±100 for the full control effect
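Infectious HCV cell culture screen: compound-treated cells (1,000/well, pre-plated 4 h) are infected with HCVcc-Cre at roughly 0.5 moi and grown 44 h. Infection is quantified by luciferase signal after 15 min substrate incubation at room temperature.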
Pf growth 48h = P. falciparum growth inhibition at 48 hours (one generation) | AID 504832 | hit rate 5.9% among 310,000 | Potency, µM (highest dose often 28.7 µM), for the others: at the top dose activity change, negative = inhibition, usual class: inhibitors | P. falciparum luciferase growth in erythrocytes, 48 h; note: potency is the fitted concentration of half-maximal effect; % is set by controls: 0 for no effect and ±100 for the full control effect
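Parasite viability was followed by luminescence of a genomically integrated firefly luciferase. Cultures held 0.1% parasitemia at 2% hematocrit (final), incubated under 5% CO2 at 37 C.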
FBPA Giardia inh = inhibitors of Giardia lamblia fructose-1,6-bisphosphate aldolase | A8B2U2 | purified Giardia FBPA | Potency, µM (doses to about 59.6 µM), for inactives: top-dose activity, negative = inhibition, hits mostly inhibitors | hit rate 0.71% among 290,000 | AID 2451; note: potency is the fitted concentration of half-maximal effect; % is set by controls: 0 for no effect and ±100 for the full control effect; nearly all actives have a fitted effect of over 55% in size
Target sequence (A8B2U2 whole entry, looked up): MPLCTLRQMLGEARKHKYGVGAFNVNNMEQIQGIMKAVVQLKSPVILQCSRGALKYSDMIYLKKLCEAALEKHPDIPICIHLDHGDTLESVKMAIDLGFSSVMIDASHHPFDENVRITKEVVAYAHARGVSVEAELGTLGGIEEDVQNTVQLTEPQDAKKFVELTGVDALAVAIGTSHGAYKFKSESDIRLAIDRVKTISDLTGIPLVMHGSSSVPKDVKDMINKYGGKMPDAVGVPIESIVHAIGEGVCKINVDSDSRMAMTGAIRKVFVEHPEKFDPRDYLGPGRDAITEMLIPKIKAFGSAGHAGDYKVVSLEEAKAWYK
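Giardia FBPA (40 nM reagent) was preincubated 10 min at RT with compound (up to 57.5 uM final), then substrate plus GAPDH/TPI/NAD/arsenate coupling system with diaphorase/resazurin was added; resorufin fluorescence (525/598 nm) was read after 20 min.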
Shiga inhibitor = blocks Shiga toxin action in Vero cells | Vero cells, Shiga toxin protein synthesis inhibition reporter | inhibition, % at 38.7 µM | hit rate 9.2% among 290,000 | AID 2315; in the data active = inhibition mostly above about 28%, no sharp cut-off; inactive = mostly below about 43%; note: 0% is about no effect
CHX counter = counter-screen for Shiga toxin inhibitors: cycloheximide protein synthesis inhibition. cell reporter, cycloheximide protein synthesis inhibition counterscreen. max response, %. hit rate 12% among 300,000. AID 2314; in the data active = max response mostly above about 13%, no sharp cut-off; inactive = mostly below about 14%; note: read at 38.3 µM for the half of the compounds with a filed dose; 0% is about no effect
Pf growth 96h = P. falciparum growth inhibition at 96 hour, primary screen for plastid delayed-death inhibitors | Potency, µM (top dose mostly 28.7 µM), without a hit: at the highest dose activity change, negative = inhibition, hits mostly inhibitors | hit rate 6.9% among 320,000 | P. falciparum luciferase reporter growth, 96 h | AID 504834; note: potency is the fitted concentration of half-maximal effect; % is set by controls: 0 for no effect and ±100 for the full control effect
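Parasite growth measured via integrated firefly luciferase reporter in P. falciparum. Infected erythrocytes at 2% hematocrit, 0.05% parasitemia final were treated 96 hours at 37 C under 5% CO2, and luminescence was read.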
An asterisk follows results filed as active; ? = inconclusive; / = not tested or not shown; & = joins results of further samples; [ ] = remark or other dose. Unless noted, calls come from the whole dose curve; as a rule, active = well fitted curve in the direction sought with a large enough effect; inconclusive = small, poorly fitted or top-dose-only effect, or another doubt; inactive = no such curve, though single readings can be large; an effect the other way counts as inactive or inconclusive.

SMILES	HCV inhibitor	Pf growth 48h	FBPA Giardia inh	Shiga inhibitor	CHX counter	Pf growth 96h
CCC(c1nnnn1C1CCCC1)N1CCN(c2ccccc2)CC1 (configuration not stated)	-3%	-9%	3%	10	-2	-5%
O=C(O)c1ccc(N2CCN(c3ccc(Cl)cc3)CC2)c([N+](=O)[O-])c1	14%	/	-1%	3	1	4%
Cc1cccc(N2C(=O)N3[C@H](c4ccc(F)cc4)[C@@H]4C(=O)N(C5CCCCC5)C(=O)[C@@H]4[C@]3(Cc3ccc(Cl)cc3)C2=O)c1	-2%	?	8%	-4	-4	?
COC(=O)C(=O)/C=C(\O)c1c(C)cc(C)cc1C	8%	3%	-17%	-11	-1	15%
Cc1[nH]nc(N)c1N=Nc1ccc(Br)cc1	/	27%	3%	41*	29*	21%
CCN1CCN(C(=O)Nc2ccccc2OC)CC1	-21%	?	?	-5	3	-16%
COC1CC(C)NC(=S)N1 (configuration not stated)	12%	1%	-20%	-2	-2	88%[activator]
CCOC(=O)C1=C(C)n2c(s/c(=C3\C(=O)Nc4ccccc43)c2=O)=NC1c1ccc(OC)cc1 (configuration not stated)	15%	-7%	-3%	-5	-3	-16%
COc1ccc(OCCSc2nnnn2C2CCCCC2)cc1	-2%	13%	-2%	26	10	/
COc1ccc(NC(=O)Cn2c(=O)sc3ccccc32)cc1	6%	10%	0%	-6	9	-24%
COc1ccc(OC)c(C(=O)c2coc3ccc(O)c(CN(C)C)c23)c1	5%	4%	-23%	-4	-1	11%
CC1CCN(S(=O)(=O)c2ccc3[nH]cc(C(=O)NCCN4CCOCC4)c(=O)c3c2)CC1	5%	?	7%	-9	-2	?
CCCC(=O)Nc1cccc2c1CCCC2	-1%	12%	-6%	-10	5	?
CN(C)S(=O)(=O)c1cccc(NC(=O)C2Cc3ccccc3CN2C(=O)c2ccccc2)c1 (configuration not stated)	-6%	?	-1%	31	7	?
Cc1ccc(NC(=O)NCCN2C(=O)C3C4C=CC(C4)C3C2=O)cc1 (configuration not stated)	3%	/	1%	134*	112*	?
COc1cc(C=O)ccc1OC(=O)N1CCOCC1	7%	?	0%	-3	-8	?
COc1ccccc1-c1nnc(SCC(=O)NC2CCS(=O)(=O)C2)n1CCc1ccccc1 (configuration not stated)	19%	8%	0%	-3	-2	5%
Cc1nn(C)c(C)c1S(=O)(=O)N(CC(=O)NC1CCCCCC1)c1ccc(C(C)C)cc1	19%	/	7%	-7	-5	?
CCN(CC)c1ccc(/C=N/NC(=O)CNC(=O)/C=C/c2ccco2)cc1	13%	33%[activator]	8%	15	6	6%
Cc1nc2c(c(=O)c3ccccc3n2C)c(=O)n1-c1ccc(F)cc1	1%	5%	1%	-9	5	?
COc1cccc(C2=NOC(C(=O)Nc3cc(C)on3)C2)c1OC (configuration not stated)	?	-7%	-13%	53	14*	5%
CCOC(=O)C1=C(C)NC(=O)NC1c1c(OC)ccc2ccccc12 (configuration not stated)	-11%	5%	-3%	-10	-1	?
CC1CC(C)CN(S(=O)(=O)c2ccc(C(C)(C)C)cc2)C1 (configuration not stated)	?	?	3%	23	-3	3%
O=C(O)c1csc(Cc2ccccc2)n1	8%	19%	-21%	-5	1	42%[activator]
O=C(N/N=C/c1ccc(N2CCCCC2)o1)C(O)(c1ccccc1)c1ccccc1	7%	13µM*	-26%	-4	1	?

Carrying on:
SMILES	HCV inhibitor	Pf growth 48h	FBPA Giardia inh	Shiga inhibitor	CHX counter	Pf growth 96h
Nc1ncnc2c1ncn2Cc1ccccc1	-2%	5%	1%	-2	-5	?
O=C(NCCc1ccc(Cl)cc1)C1CCCN1C(=O)Nc1ccccc1 (configuration not stated)	5%	-13%	8%	14	-2	?
COc1cc(NC(=O)c2ccc(Br)cc2)ccc1NC(=O)c1cc2ccccc2o1	-8%	34%[activator]	-4%	3	1	?
N#CCCn1cc(/C=C2\NC(=S)N(c3ccccc3)C2=O)c(-c2ccc(-c3ccccc3)cc2)n1	-30%	?	0%	-2	9	?
O=C(NC1CCCCC1)N(CCN1CCOCC1)Cc1cc2cc3c(cc2[nH]c1=O)OCCO3	3%	-22%	-2%	-15	-4	?
C=CCn1c(SCCOc2ccccc2)nnc1C(C)NC(=O)c1ccccc1 (configuration not stated)	-15%	/	-7%	-1	-3	?
Cc1c(Br)c([N+](=O)[O-])nn1C(C)C(=O)Nc1nccs1 (configuration not stated)	-5%	-14%	/	-2	1	?
COc1nc(C)cc(C)c1S(=O)(=O)c1ccccc1	5%	?	-7%	0	0	5%
Cc1ccc(CNC(=O)Cn2nnc(C(=O)Nc3cccc(C)c3C)c2N)cc1	8%	9%	/	-8	-1	?
Cc1nc([N+](=O)[O-])cn1CC(O)c1ccc(Cl)cc1 (configuration not stated)	-3%	1%	5%	7	21	43%[activator]
CC1CC(C)CN(CCCNC(=O)c2nn(C)c3c2CS(=O)(=O)c2ccccc2-3)C1 (configuration not stated)	2%	8%	-9%	12	-4	113%[activator]
O=C(CCN1C(=O)CSC1=O)Nc1ccc(Br)cc1	11%	?	3%	27	2	-22%
CCOC(=O)N1CCN(S(=O)(=O)c2cccc3nonc23)CC1	0%	4%	5%	2	5	68%[activator]
O=C(Cc1cccc(F)c1)Nc1ccc2c(c1)CCC2	-2%	35%[activator]	15%	76*	18*	104%[activator]
Cc1cccc(NC(=O)CN2CCN(C(=O)c3cncn3-c3ccc(F)cc3)CC2)c1C	3%	?	/	/	/	?
CON(C)c1nc(OCCNC(=O)OCc2ccc(Cl)cc2C)nc(N(C)C)n1	?	?	6%	-4	-3	-8%
COc1ccc(N(CC(=O)NCc2cccs2)S(=O)(=O)c2cccnc2)cc1	-9%	/	7%	-5	-4	?
Cc1cccc(NC(=S)N2CCC(c3nc4ccccc4o3)CC2)c1C	?	13%	2%	12	-2	0%
CCCCn1cnc2sc3c(c2c1=N)CCCC3	?	-16%	2%	-15	-2	/
Cc1ccc(S(=O)(=O)N(CCO)Cc2ccccc2)cc1	17%	33%	0%	-1	-1	?
Cc1[nH]c2ccccc2c1C(=O)CN1CCC(C(N)=O)(N2CCCCC2)CC1	20%	2%	3%	2	-2	4%
CC(/C=N/n1c(-c2cc(C)[nH]n2)n[nH]c1=S)=C\c1ccccc1	4%	10%	9%	-8	-1	1%
C/C=C/c1ccc2c(c1)OCO2	2%	31%[activator]	4%&3%	/	/	71%[activator]
CC(=O)c1cccc(NS(=O)(=O)c2c(C(=O)N3CCOCC3)c(C)n(C)c2C)c1	19%	-3%	2%	7	-4	?
CCOc1nc(C)ccc1-c1noc(-c2cccnc2)n1	-16%	33%[activator]	-4%	16	9	?

Rewritten in CSV form: part of the list above.
SMILES,HCV inhibitor,Pf growth 48h,FBPA Giardia inh,Shiga inhibitor,CHX counter,Pf growth 96h
Cc1ccc(CNC(=O)Cn2nnc(C(=O)Nc3cccc(C)c3C)c2N)cc1,8%,9%,/,-8,-1,?
Cc1nc([N+](=O)[O-])cn1CC(O)c1ccc(Cl)cc1 (configuration not stated),-3%,1%,5%,7,21,43%[activator]
CC1CC(C)CN(CCCNC(=O)c2nn(C)c3c2CS(=O)(=O)c2ccccc2-3)C1 (configuration not stated),2%,8%,-9%,12,-4,113%[activator]
O=C(CCN1C(=O)CSC1=O)Nc1ccc(Br)cc1,11%,?,3%,27,2,-22%
CCOC(=O)N1CCN(S(=O)(=O)c2cccc3nonc23)CC1,0%,4%,5%,2,5,68%[activator]
O=C(Cc1cccc(F)c1)Nc1ccc2c(c1)CCC2,-2%,35%[activator],15%,76*,18*,104%[activator]
Cc1cccc(NC(=O)CN2CCN(C(=O)c3cncn3-c3ccc(F)cc3)CC2)c1C,3%,?,/,/,/,?
CON(C)c1nc(OCCNC(=O)OCc2ccc(Cl)cc2C)nc(N(C)C)n1,?,?,6%,-4,-3,-8%
COc1ccc(N(CC(=O)NCc2cccs2)S(=O)(=O)c2cccnc2)cc1,-9%,/,7%,-5,-4,?
Cc1cccc(NC(=S)N2CCC(c3nc4ccccc4o3)CC2)c1C,?,13%,2%,12,-2,0%
CCCCn1cnc2sc3c(c2c1=N)CCCC3,?,-16%,2%,-15,-2,/
Cc1ccc(S(=O)(=O)N(CCO)Cc2ccccc2)cc1,17%,33%,0%,-1,-1,?
Cc1[nH]c2ccccc2c1C(=O)CN1CCC(C(N)=O)(N2CCCCC2)CC1,20%,2%,3%,2,-2,4%
CC(/C=N/n1c(-c2cc(C)[nH]n2)n[nH]c1=S)=C\c1ccccc1,4%,10%,9%,-8,-1,1%
C/C=C/c1ccc2c(c1)OCO2,2%,31%[activator],4%&3%,/,/,71%[activator]

Further records
SMILES	HCV inhibitor	Pf growth 48h	FBPA Giardia inh	Shiga inhibitor	CHX counter	Pf growth 96h
CS(=O)(=O)NCc1nnc(SCC(=O)NC2CCCCC2)n1-c1ccc(F)cc1	-9%&11%	0%	1%	-5	-4	19%
O=[N+]([O-])c1ccc(NCCCO)c(C(F)(F)F)c1	-4%	13%	-3%	39	-2	?
COC(=O)c1sc(NC(=O)c2c(F)cccc2F)c(C#N)c1C	0%	40%[activator]	13%	-9	-1	-4%
Cc1nn(-c2ccccc2)c2sc(C(=O)N3CCOCC3)cc12	?	250%[activator]	0%	44*	43*	196%[activator]
COc1cccc(-c2c(-c3cc(OC)cc(OC)c3)n(C)c3ccc(-c4ccc5[nH]ccc5c4)cc23)c1	?	5.9µM*	/	/	/	?
CS(=O)(=O)c1nc2ccccc2n1Cc1ccccc1	15%	-15%	0%	12	-2	-5%
O=S(=O)(NCCOc1ccccc1F)c1cccc(Br)c1	6%	-11%	/	/	/	33%[activator]
C=CCNS(=O)(=O)c1cccc(C(C)=O)c1	11%	19%	6%	-8	2	37%[activator]
COc1ccc(-n2c(=S)[nH]c3cc(C(=O)NCCCN4CCOCC4)ccc3c2=O)cc1	14%	-5%	1%	-17	-3	0%
C=CCSc1nnc(CNS(=O)(=O)c2ccc(C)cc2)n1C	1%	?	/	-8	-3	?
CS(=O)(=O)N1CCC(C(=O)N2CCC(Cc3ccccc3)CC2)CC1	6%	3%	3%	-1	5	?
CCCCn1nnc(NC(=O)Cc2ccc(Cl)cc2)n1	-8%	12%	-2%	1	5	4%
CN(C)c1ccc(P(=O)(OCc2ccccc2)C(O)c2ccc(Br)cc2)cc1 (configuration not stated)	1%	?	4%	3	-5	?
CC1=C(C(=O)Nc2ccccc2C)C(c2ccc(C)o2)N2C(=O)CSC2=N1 (configuration not stated)	?	9%	-13%	-3	-2	/
COc1ccc(NC(=O)NNC(=O)C(O)(c2ccccc2)c2ccccc2)cc1	3%	6%	16%	-11	9	?
COc1ccc(NC(=O)CC2C(=O)N(C)C(=S)N2CCc2ccc(F)cc2)cc1 (configuration not stated)	-21%	?	-13%	-3	2	?
Cc1ccc(S(=O)(=O)N2CCN(C(=O)c3cccs3)CC2)c(C)c1	-1%	-16%	12%	-1	-9	29%
Cc1cc(C)c2nc(NCc3ccccc3O)sc2c1	?	5%[0.00184 µM]	3%	114*	22*	31%[activator]
Cc1cc(-c2ccccc2)c2ccc(NC(=O)C(C)(C)C)nc2n1	1%	?	-9%	/	-5	?
Cc1ccc(C)c(S(=O)(=O)N2CCN(CC(=O)N3CCc4ccccc4C3)CC2)c1	-8%	/	?	-8	13	-52%
O=[N+]([O-])c1ccc(F)cc1F	12%	32%[activator]	/	/	/	8%
O=C(COc1nc2ccccc2nc1N1CCOCC1)NC1CCCCC1	8%	-2%	0%	-1	-3	36%[activator]
CCOc1cc(/C=N/Nc2nc(-c3cccc(S(=O)(=O)N4CCCC4)c3)cs2)ccc1O	10µM*	9.3µM*	-9%	9	-2	10µM*
